CDK5 inh – blocks human CDK5/p35 kinase activity; Recombinant CDK5/p35, ADP-Glo luminescence, 60 min; inhibition, % at 10 µM; actives 0.01% (n = 330,000); AID 488839;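 active = highest replicate inhibition of at least 50% and at least 75% of replicates reaching 50%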;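 note: plate controls were DMSO neutral control for no effect and GW8510 at 10 µM for full effect; many of its hits are not listed in these tables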
Target sequence (Q00535 whole entry, looked up): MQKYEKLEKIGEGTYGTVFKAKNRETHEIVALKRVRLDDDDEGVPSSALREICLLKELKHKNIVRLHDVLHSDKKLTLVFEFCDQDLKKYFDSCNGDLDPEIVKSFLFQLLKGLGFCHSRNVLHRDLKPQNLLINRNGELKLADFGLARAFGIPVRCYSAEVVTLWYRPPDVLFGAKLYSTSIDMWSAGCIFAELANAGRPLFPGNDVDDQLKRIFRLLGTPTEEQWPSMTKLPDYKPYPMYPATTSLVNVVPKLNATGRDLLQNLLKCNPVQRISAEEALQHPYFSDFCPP
Target sequence (Q15078 whole entry, looked up): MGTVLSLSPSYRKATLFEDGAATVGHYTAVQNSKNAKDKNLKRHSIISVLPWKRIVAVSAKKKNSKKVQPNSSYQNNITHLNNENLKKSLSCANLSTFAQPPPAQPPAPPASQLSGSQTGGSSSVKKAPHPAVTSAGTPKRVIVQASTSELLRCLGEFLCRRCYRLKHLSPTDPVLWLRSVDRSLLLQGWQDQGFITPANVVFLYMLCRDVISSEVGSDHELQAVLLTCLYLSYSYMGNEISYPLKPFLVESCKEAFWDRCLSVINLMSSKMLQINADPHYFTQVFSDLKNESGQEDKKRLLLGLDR
HTR5A ag ctr – activates human HTR5A in OPRM1-OPRD1 agonist counter-screen; P47898; HTR5A agonist assay, luminescence, cell-based; activation, % at 9.3 µM; actives 0.61% (n = 340,000); in the data active = activation mostly above about 9.5%, no sharp cut-off; inactive = mostly below about 7.6%;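 note: 0% = cells with vehicle only and 100% = reference agonist; strong numbers were not always called active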
Target sequence (P47898 whole entry, looked up): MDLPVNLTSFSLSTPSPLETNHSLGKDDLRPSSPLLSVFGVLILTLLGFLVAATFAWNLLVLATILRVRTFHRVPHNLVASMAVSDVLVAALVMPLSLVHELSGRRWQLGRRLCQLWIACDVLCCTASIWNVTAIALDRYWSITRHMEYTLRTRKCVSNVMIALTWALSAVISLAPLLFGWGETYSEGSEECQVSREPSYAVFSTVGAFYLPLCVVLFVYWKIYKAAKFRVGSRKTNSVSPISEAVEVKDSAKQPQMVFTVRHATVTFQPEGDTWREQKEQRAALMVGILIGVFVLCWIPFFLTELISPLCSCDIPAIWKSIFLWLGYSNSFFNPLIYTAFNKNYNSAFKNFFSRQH
Wnt bcat act – activates Wnt/beta-catenin signaling in a reporter cell assay; activator, plate reader; activation, % at 9.35 µM; actives 1.2% (n = 300,000); in the data active = activation above about 30%, passing the limit was not always enough;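 note: 0% = neutral control wells and 100% = positive control wells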
dFosB act – enhances mouse delta FosB homodimer DNA binding; P13346; purified delta FosB, TAMRA-CDK5 oligo fluorescence polarization; percent of positive-control signal above neutral wells; activation, % at 25 µM; actives 0.99% (n = 340,000);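 active = mean activation above about 17%, with every replicate also reaching it, limit read from the data, passing the limit was not always enough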;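 note: fluorescence polarization rise as delta FosB binds a TAMRA Cdk5 AP-1 oligo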
PvdQ acylase – P. aeruginosa PvdQ acylase inhibition; purified PvdQ acylase, fluorescence plate reader; inhibition, % at 10 µM; actives 0.063% (n = 340,000); in the data active = inhibition above about 30%, passing the limit was not always enough;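 note: 0% = vehicle neutral wells and 100% = reference inhibitor wells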
V-ATPase pHluor – yeast V-ATPase proton transport regulation by pHLuorin | actives 0.37% (n = 350,000) | S. cerevisiae, pHLuorin cytosolic pH fluorescence | response, % at 10 µM | AID 504577; in the data active = response mostly above about 7.3%, no sharp cut-off; inactive = mostly below about 5.4%; note: actives read high; inactives centre near 0; some compounds called inactive have numbers as strong as hits; reference of the scale not given here
NSD2 HMT inh – blocks human histone methyltransferase NSD2 | inhibition, % at 12.5 µM | AID 743445 | O96028 | actives 0.54% (n = 310,000) | NSD2 peptide methylation, AlphaScreen, 120 min; in the data active = inhibition above about 50%
HTR5A inv ctr – counter-screen for OPRM1-OPRD1 inverse agonists: human HTR5A inverse agonism; P47898; HTR5A cell line, luminescence; inhibition, % at 9.3 µM; actives 0.083% (n = 340,000); in the data active = inhibition mostly above about 23%, no sharp cut-off; inactive = mostly below about 18%;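 note: 0% = cells with DMSO and 100% = no-cell wells with DMSO; some compounds called inactive have numbers as strong as hits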
MITF TRPM1 HTS – activators of MITF-driven TRPM1 promoter activity in SK-MEL-5 cells | SK-MEL-5 TRPM1-promoter luciferase, 24 h; % of positive control, neutral wells = 0 | activation, % at 12.5 µM | actives 0.75% (n = 300,000);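 active = mean activation of at least 80% with every replicate also reaching 80%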;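 note: 0% = neutral control wells and 100% = parthenolide positive control wells; values of inactives mirror those of a sister screen read the other way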
SR-BI DiI inh – inhibitors of mouse SR-BI mediated HDL lipid uptake | actives 0.96% (n = 320,000) | inhibition, % at 12.5 µM | AID 488896 | ldlA[mSR-BI] CHO cells, DiI-HDL uptake fluorescence, 3 h | Q61009;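 active = mean replicate inhibition of at least 70% and a set share of replicates each scoring 70 or more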;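 note: 0% = median of neutral control wells and 100% = median of positive control wells; values of inactives mirror those of a sister screen read the other way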
The depositor's hits bear a star; x = not tested or not shown.

Compound	CDK5 inh	HTR5A ag ctr	Wnt bcat act	dFosB act	PvdQ acylase	V-ATPase pHluor	NSD2 HMT inh	HTR5A inv ctr	MITF TRPM1 HTS	SR-BI DiI inh
CC1=NNC(=O)C1C(c1ccc(F)cc1)C(C#N)C#N (centres undefined)	0.9	-4	x	7	-4	-1	-2	-5	-2	-5
CCOc1ccc2oc(C(=O)NCC3CCCO3)c(C)c2c1 (centres undefined)	-0.2	3	-2	-7	-10	-2	1	5	41	8
O=C(c1ccc(N2C(=O)C3CC=C(Cl)CC3C2=O)cc1)N1CCCCC1 (centres undefined)	1.0	-9	x	13	1	0	12	-8	-13	28
Cc1ccc(S(=O)(=O)N2CCCCC2)cc1NC(=O)Nc1ccc(Cl)cc1Cl	-0.9	1	-9	0	-9	4	-1	-12	-18	32
C=CCn1c(/N=C/c2ccc(OC)cc2)nc2ccccc21	-0.4	2	x	-1	-19	-2	8	-9	-1	-3
COc1ccc(-c2nnc3ccc(SCC(=O)N4CCCC4)nn23)cc1	1.2	-1	-1	-22	3	6	x	2	-10	0
O=C(Nc1cccnc1Cl)c1ccc(Cl)cc1	-0.3	-2	10	1	3	7	-3	8	49	-13
O=[N+]([O-])c1cc(S(=O)(=O)N2CCCCC2)ccc1NCCN1CCOCC1	0.9	1	-2	5	4	0	2	-3	0	-16
Cc1onc(-c2ccccc2Cl)c1-c1nc(-c2ccccn2)no1	-4.5	2	x	-17	-9	8	2	9	-3	23
CCN(CC(=O)Nc1ccc(NC(C)=O)cc1)C(=O)CCCSc1nc2ccccc2[nH]1	-1.9	-6	-1	5	8	3	-1	15	-3	1
C=CCOc1ccc(C2C(C(=O)c3ccco3)=C(O)C(=O)N2Cc2cccnc2)cc1 (centres undefined)	0.2	5	14	-7	-1	10	-1	-12	x	-2
Cc1ccc(OC(C)C(=O)N/N=C/c2ccccn2)cc1 (centres undefined)	1.1	8	0	-9	12	-3	-1	16	0	-18
Cc1ccc(OCC(=O)Nc2ccc(F)cc2)cc1C	-1.6	4	0	1	-24	-1	-4	-19	62	-1
Cc1ccc(NC(=O)COC(=O)/C(=C/c2cccs2)c2cccs2)cc1S(=O)(=O)N(C)C	2.4	0	-1	-14	-1	5	2	10	-3	22
Fc1ccc(-n2cc(-c3ccccc3)[n+]3c2SCC3)cc1	-0.8	4	0	-4	-10	3	-4	-35	8	-15
COc1ccc(OCc2cc(C(=O)NCC3(C)COC3)no2)c(Cl)c1	1.8	-2	8	-6	4	1	4	-7	37	7
c1ccc2c3nnc4n(c-3nc2c1)CCCS4	-0.8	-4	3	-4	0	-7	7	-16	32	-20
COC(=O)c1sccc1NC(=O)c1ccccc1C(=O)O	0.0	-1	-1	10	0	5	4	0	-6	-23
CCOc1ccc(NC(=O)CSc2nc3ccccc3c(=O)n2CCCC(=O)N2CCCC2)cc1	2.5	7	-2	-1	-14	0	118*	-21	x	-1
CSc1ccc(C2NC(=O)c3ccccc3N2)cc1 (centres undefined)	6.3	-2	23	-4	7	1	-3	-6	x	1
O=C(CCCCCNC(=O)c1ccccc1Cl)N/N=C/c1ccco1	1.7	-5	4	0	-7	0	1	-13	6	7
O=C(CN(c1ccccc1F)S(=O)(=O)c1ccccc1)N1CCCCCC1	0.0	-1	-17	-9	-6	-3	4	-12	5	1
CC(C)(C)C(=O)c1no[n+]([O-])c1/C(=N/O)C(C)(C)C	1.0	-5	x	4	-4	1	1	7	-8	-9
COc1ccc(/C=N/NC(=O)C2C3CCCCC32)cc1OC (centres undefined)	0.7	0	0	-4	-6	0	1	0	1	-12
Cc1cccc(/C(N)=N/OC(=O)Cc2cccs2)c1	-0.3	-1	x	3	-12	8.5*	-1	-15	95*	-23
O=C(C1=C(O)C(=O)N(CCN2CCOCC2)C1c1cccc([N+](=O)[O-])c1)c1cccs1 (centres undefined)	0.3	0	12	-7	-4	10	1	2	3	-14
CC(=O)c1sc(NC(=O)C(C)Oc2ccc3c(C)cc(=O)oc3c2)nc1C (centres undefined)	-2.0	0	-1	-16	-5	2	1	-1	8	7
CCOc1cnc(C(=O)NNC(=O)C(Br)C(C)C)o1 (centres undefined)	0.3	-2	-1	-2	-10	1	-1	-8	8	5
CCn1c(CCCOc2ccc(Cl)cc2Cl)n[nH]c1=S	1.4	-1	5	-7	3	-3	-7	3	18	43
COc1cc(C(=O)OCC(=O)Nc2ccc(SC(F)F)cc2)cc(OC)c1OC	1.6	5	x	-17	-9	-1	-3	-16	10	-5
CC(=O)Nc1ccc(S(=O)(=O)NCCC(=O)OCc2nc(N)nc(Nc3ccccc3C)n2)cc1	-1.8	-8	x	0	-4	-1	0	20	8	-4
COC(=O)COC(=O)c1ccc(-n2nnnc2SC)cc1	-0.6	-3	x	-5	-11	-1	-1	8	7	-2
O=C(CC1C[C@H](C(=O)N2CCCCC2)[C@@]2(CCc3ccccc3)c3[nH]c4ccccc4c3CCN2C1=O)NCCC1=CCCCC1 (some centres undefined)	0.7	0	-1	-3	4	3	x	2	-9	8
Cn1c(=O)oc2cc(NC(=O)CCl)ccc21	0.8	3	-5	-2	-1	3	x	-8	-38	x
CNC(=O)C(NC(=O)Nc1ccc(C)cc1)C(C)(C)C (centres undefined)	0.3	2	-3	-8	-13	-2	2	-5	-5	10
Cc1ccc(C(=O)c2cc([N+](=O)[O-])ccc2N2CCOCC2)cc1	0.8	4	x	-3	3	-4	8	-20	14	44
Cc1cnc(C(=O)N2CCCC(N3CCN(c4ccccc4F)CC3)C2)cn1 (centres undefined)	0.3	5	-1	-8	1	-5	4	-3	-8	5
COC(=O)c1cccc(C#CC(NP(=O)(c2ccccc2)c2ccccc2)c2ccccc2)c1 (centres undefined)	-0.2	-4	-6	-18	-12	-1	x	-29	-8	5
Cc1cc(C)c(C)c(OCCCN(C)C)c1	-0.1	3	x	6	-5	2	x	-11	10	-22
CCOC(=O)N1CCN(C(=O)CCN2C(=O)COc3ccccc32)CC1	-1.7	4	4	1	3	-1	5	-10	1	4

An excerpt of these results, with each value named.
CC(=O)Nc1ccc(S(=O)(=O)NCCC(=O)OCc2nc(N)nc(Nc3ccccc3C)n2)cc1
  CDK5 inh = -1.8
  HTR5A ag ctr = -8
  Wnt bcat act = x
  dFosB act = 0
  PvdQ acylase = -4
  V-ATPase pHluor = -1
  NSD2 HMT inh = 0
  HTR5A inv ctr = 20
  MITF TRPM1 HTS = 8
  SR-BI DiI inh = -4

COC(=O)COC(=O)c1ccc(-n2nnnc2SC)cc1
  CDK5 inh = -0.6
  HTR5A ag ctr = -3
  Wnt bcat act = x
  dFosB act = -5
  PvdQ acylase = -11
  V-ATPase pHluor = -1
  NSD2 HMT inh = -1
  HTR5A inv ctr = 8
  MITF TRPM1 HTS = 7
  SR-BI DiI inh = -2

(continued)
Compound	CDK5 inh	HTR5A ag ctr	Wnt bcat act	dFosB act	PvdQ acylase	V-ATPase pHluor	NSD2 HMT inh	HTR5A inv ctr	MITF TRPM1 HTS	SR-BI DiI inh
Cn1cnc2c(SCc3ccccc3)ncnc21	0.8	1	0	-5	-11	3	-2	-5	44	-5
COc1ccc(S(=O)(=O)N(C)c2ccc(C(=O)Nc3ccccc3C(=O)N3CCOCC3)cc2)cc1	-0.1	2	-1	-6	-4	-3	-1	18	4	7
c1ccc2c(c1)nc1n2CC2CON(C3CCCCC3)C12 (centres undefined)	0.4	3	0	4	4	-2	x	-7	2	-25
Cc1cccc(C(=O)NCC(=O)NC(C)CCc2ccccc2)c1 (centres undefined)	-0.1	3	0	-3	-10	0	x	9	-14	42
CCOC(=O)C1(CCCc2ccccc2)CCN(C2CCN(C(C)=O)CC2)CC1	-0.9	2	-1	-6	-3	7	-3	-13	3	-7
Cc1ccc(S(=O)(=O)c2c(C)cc(C)nc2N2CCOCC2)cc1	-1.0	-1	0	-10	-11	0	1	-3	8	8
O=C(c1ccc2c(c1)OCO2)N1CCN(c2ccc(F)cc2)CC1	1.3	-4	x	0	9	-2	0	-8	x	2
CN(CC(=O)Nc1cccc(F)c1)C(=O)CCCc1c[nH]c2ccccc12	-0.7	-3	-4	-12	-10	-1	4	8	5	-11
O=C(CSc1nnc(CCCOc2ccc(Cl)cc2Cl)o1)Nc1ccc(C(=O)O)cc1	-1.1	0	-1	2	-1	-2	6	-3	2	-58
Cc1nn(Cc2ccccc2)c(C)c1NC(=O)CCCn1nc([N+](=O)[O-])cc1C	-0.3	0	0	-1	-11	-2	0	-20	-10	x
COc1ccc(C(=O)N2CCN(CCc3ccccc3)CC2)cc1[N+](=O)[O-]	0.4	19*	-3	-1	1	4	-2	-46	4	8
CC(C)C/C=C1\CCc2c([nH]c3ccccc23)C1=O	-0.8	6	39*	-15	-6	0	-1	-17	62	-6
Cc1cc(C)c(C#N)c(SCCN2CCOCC2)n1	0.4	0	-2	-4	-7	-7	-2	-7	-12	15
CCCc1cc(-c2n[nH]c(=S)n2Cc2ccccc2)cs1	0.2	-2	1	-8	-12	-1	17	15	-10	-28

Among those listed so far, 7 have an aryl methoxy group.
Compound	CDK5 inh	HTR5A ag ctr	Wnt bcat act	dFosB act	PvdQ acylase	V-ATPase pHluor	NSD2 HMT inh	HTR5A inv ctr	MITF TRPM1 HTS	SR-BI DiI inh
C=CCn1c(/N=C/c2ccc(OC)cc2)nc2ccccc21	-0.4	2	x	-1	-19	-2	8	-9	-1	-3
COc1ccc(-c2nnc3ccc(SCC(=O)N4CCCC4)nn23)cc1	1.2	-1	-1	-22	3	6	x	2	-10	0
COc1ccc(OCc2cc(C(=O)NCC3(C)COC3)no2)c(Cl)c1	1.8	-2	8	-6	4	1	4	-7	37	7
COc1ccc(/C=N/NC(=O)C2C3CCCCC32)cc1OC (centres undefined)	0.7	0	0	-4	-6	0	1	0	1	-12
COc1cc(C(=O)OCC(=O)Nc2ccc(SC(F)F)cc2)cc(OC)c1OC	1.6	5	x	-17	-9	-1	-3	-16	10	-5
COc1ccc(S(=O)(=O)N(C)c2ccc(C(=O)Nc3ccccc3C(=O)N3CCOCC3)cc2)cc1	-0.1	2	-1	-6	-4	-3	-1	18	4	7
COc1ccc(C(=O)N2CCN(CCc3ccccc3)CC2)cc1[N+](=O)[O-]	0.4	19*	-3	-1	1	4	-2	-46	4	8

Source: PubChem
